# High-throughput results as filed in PubChem.
# IL2 activator – activates IL-2 in a cell-based reporter assay; IL-2 activation reporter assay, cell-based qHTS; stimulated with anti-CD3/CD4/CD28 beads; in transgenic mouse T cells; activation, % (series mostly up to about 46 µM); hit rate 0.065% among 360,000; in the data active = activation above about 50%; inconclusive = mostly about 30% to 49%; also: 0% is about no effect
#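 Unstimulated transgenic mouse T cells; 60-min compound exposure; bead-based TCR/CD4/CD28 stimulation; 18 h culture, 37 degrees C; dual fluorescence (EGFP, DsRed) plate cytometry.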
# PI5P4K alpha inh – blocks human PI5P4K alpha kinase activity. max response, %. PI5P4Kalpha enzyme, ADP-Glo luminescence, 60 min; stronger effect = lower value. AID 652105. P48426. hit rate 1.2% among 330,000; active = max response of -50% or lower; inconclusive = between -30% and -50%; inactive = -30% or higher; also: value at the top dose of about 77 µM; % is scaled to controls: 0 for no effect and ±100 for the full control effect
# Target sequence (P48426 whole entry, looked up): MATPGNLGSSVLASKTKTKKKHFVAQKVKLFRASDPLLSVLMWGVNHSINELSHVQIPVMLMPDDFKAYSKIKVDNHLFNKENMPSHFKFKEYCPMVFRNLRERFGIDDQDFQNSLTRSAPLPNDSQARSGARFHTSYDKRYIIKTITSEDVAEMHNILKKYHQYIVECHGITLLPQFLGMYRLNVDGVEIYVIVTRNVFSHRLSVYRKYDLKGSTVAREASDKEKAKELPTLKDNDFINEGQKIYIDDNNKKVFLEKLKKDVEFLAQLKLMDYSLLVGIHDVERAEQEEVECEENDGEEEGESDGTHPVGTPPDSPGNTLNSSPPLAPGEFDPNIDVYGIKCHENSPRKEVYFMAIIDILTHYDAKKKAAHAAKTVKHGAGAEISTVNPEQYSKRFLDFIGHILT
#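 Human PI5P4Kalpha with substrate in 0.038 M HEPES pH 7.4, 0.28 mM EGTA, 0.1% CHAPS, 5% DMSO; reaction started with 5 microM ATP (final), 60 min at room temperature. ADP formed read by ADP-Glo luminescence.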
# EPAC1 antag – EPAC1 (human) antagonism; O95398; EPAC1 GEF assay, Rap1b-BODIPY-GDP exchange fluorescence; Potency, µM (doses to about 115 µM), inactives show at the highest dose activity change, negative = inhibition, hits mostly inhibitors; hit rate 0.14% among 360,000; AID 720709;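 also: potency is read from the fitted curve at half-maximal effect; plate controls were vehicle for no effect and positive control for full effect; nearly all actives have a fitted effect of over 50% in size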
# FUS suppressor – rescues growth of FUS-expressing yeast; AID 1347120; Potency, µM (top dose mostly 76.6 µM), inactives show at the top dose growth rescue (activation), hits mostly activators; hit rate 0.24% among 390,000; S. cerevisiae FUS-expressing, growth rescue, OD600, 24 h;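 also: potency is read from the fitted curve at half-maximal effect; plate controls were DMSO vehicle for no effect and reference control for full effect; nearly all actives have a fitted effect of over 55% in size; some results filed as inactive show a strong effect at the top dose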
#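 Steps: raffinose overnight preculture; dilution to OD 0.005 in 2% galactose minimal medium; compound addition (concentration series); 24hr at 30C, 99% humidity; absorbance read at 600 nm.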
# Abeta yeast res – compounds reversing amyloid beta toxicity in yeast; yeast expressing A-beta42, growth rescue, OD600, 48 h; response scale: 0% DMSO, 100% iron-clioquinol control; Potency, µM (top dose mostly 46.1 µM), for inactives: top-dose growth rescue, actives largely listed as activators; hit rate 0.063% among 410,000; AID 1347071; also: potency is read from the fitted curve at half-maximal effect; nearly all actives have a fitted effect of over 55% in size
#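 Yeast growth medium received pinned compounds, then yeast cells expressing toxic A-beta were added; plates incubated at 30 C for 48 hr. Growth read as absorbance at 600 nm, normalized to DMSO and equimolar FeCl3 plus clioquinol controls.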
# PLK1 PBD inh – PLK1 (human) polo-box domain binding inhibition; hit rate 2.8% among 360,000; P53350; Plk1 PBD binding of FITC phosphopeptide, fluorescence polarization; Potency, µM, without a hit: max response, negative = inhibition, actives largely listed as inhibitors; also: potency is read from the fitted curve at half-maximal effect; series mostly up to about 57 µM; % is scaled to controls: 0 for no effect and ±100 for the full control effect; nearly all actives have a fitted effect of over 65% in size
# Target sequence (P53350 whole entry, looked up, the tested form may be a part): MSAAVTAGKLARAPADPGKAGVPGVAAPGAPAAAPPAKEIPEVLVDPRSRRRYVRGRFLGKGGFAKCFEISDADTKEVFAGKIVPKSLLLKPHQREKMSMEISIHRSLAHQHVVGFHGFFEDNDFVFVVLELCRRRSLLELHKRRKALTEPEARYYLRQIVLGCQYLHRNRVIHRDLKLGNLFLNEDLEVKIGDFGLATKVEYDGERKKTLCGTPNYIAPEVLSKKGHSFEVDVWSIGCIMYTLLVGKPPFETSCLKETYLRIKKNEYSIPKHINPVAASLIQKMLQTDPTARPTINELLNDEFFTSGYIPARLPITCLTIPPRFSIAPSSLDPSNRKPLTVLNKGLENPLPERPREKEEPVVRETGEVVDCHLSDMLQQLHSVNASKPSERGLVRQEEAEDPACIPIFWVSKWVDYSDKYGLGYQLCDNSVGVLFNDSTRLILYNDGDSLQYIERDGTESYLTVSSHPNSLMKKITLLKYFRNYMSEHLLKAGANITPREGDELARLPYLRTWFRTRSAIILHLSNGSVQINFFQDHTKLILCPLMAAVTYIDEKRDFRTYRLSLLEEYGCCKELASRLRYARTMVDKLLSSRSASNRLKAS
# EPAC1 ag – activates human EPAC1 exchange factor. O95398. EPAC1 agonist qHTS, biochemical assay; response scale: 100% = response to 6.5 mM cAMP. Potency, µM (doses to about 154 µM), for the others: at the highest dose activation, most hits filed as activators. hit rate 0.073% among 360,000; also: potency is read from the fitted curve at half-maximal effect; nearly all actives have a fitted effect of over 60% in size
#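 Compounds were pinned as a concentration titration into mixtures of EPAC1 (100 nM), BODIPY-GDP-loaded Rap1B (250 nM) and GDP (50 uM). After 5 min at room temperature, fluorescence was followed for 30 min; activity was scaled to 6.5 mM cAMP.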
# WRN inhibitor – blocks human WRN helicase | Q14191 | WRN helicase unwinding, fluorescent forked duplex, kinetic | Potency, µM (highest dose often 114 µM), inactives show at the top dose activity change, negative = inhibition, usual class: inhibitors | hit rate 0.46% among 360,000 | AID 651768; also: potency is read from the fitted curve at half-maximal effect; % is scaled to controls: 0 for no effect and ±100 for the full control effect; nearly all actives have a fitted effect of over 55% in size
#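 WRN at 20 nM final was preincubated with compound for 15 min at room temperature; reaction started with 100 nM forked duplex oligonucleotide carrying fluorophore and quencher plus 2 mM ATP (final). Unwinding followed kinetically by red fluorescence (ex 525/em 598 nm).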
# The depositor's hits bear a star; ? = inconclusive; / = no result given; [ ] = dose if it differs, or a comment. Unless noted, calls follow the shape of the dose curve; as a rule, active = well fitted curve in the direction sought with a large enough effect; inconclusive = small, poorly fitted or top-dose-only effect, or another doubt; inactive = no such curve, though single readings can be large; an effect the other way counts as inactive or inconclusive.
1	CC(C)N(C(=O)CSc1nnc(NC(=O)c2ccco2)s1)C(C)C
2	CSCCC(NS(=O)(=O)c1ccc(Cl)cc1)C(=O)OCC(=O)NC1CCCCC1 (stereo not given)
3	Cc1ccc(CN(C)C[C@H]2OCc3cnnn3CCCC(=O)N([C@@H](C)CO)C[C@@H]2C)cc1
4	Cc1ccc(S(=O)(=O)N(C)C)cc1NC(=O)C1CCCCC1
5	O=C(N/N=C/c1ccc([N+](=O)[O-])o1)c1cc(-c2ccc(-c3ccccc3)cc2)nc2ccccc12
6	S=C1N(c2ccccc2)CN(C2CCCCC2)CN1c1ccccc1
7	O=C1C(=O)c2ccccc2C(O)=C1C1CCC(c2ccc(Cl)cc2)CC1 (stereo not given)
8	COc1ccccc1NC(=S)NC(=O)Cc1ccccc1
entry no.	1	2	3	4	5	6	7	8
IL2 activator	-2.6	-1.1	1.8	0.7	-0.3	-1.9	2.4	-3.6
PI5P4K alpha inh	-4	10	-12	1	?	-5	4	-6
EPAC1 antag	1%	-21%	24%	1%	-20%	-6%	18%	5%
FUS suppressor	-18%	?	-6%	15%	?	-14%	-43%	-8%
Abeta yeast res	-4%	-3%	-8%	21%	-34%	-2%	-22%	-2%
PLK1 PBD inh	-11%	-3%	6%	-7%	-23%	-17%	-5%	0%
EPAC1 ag	11%	-6%	12%	8%	-7%	3%	-12%	-6%
WRN inhibitor	2%	2%	9%	6%	-7%[57.1 µM]	4%	12%	-1%

9	COc1ccccc1CNC(=O)COC(=O)/C=C/c1cccs1
10	CC(c1ccccc1)n1cc(C(=O)NCC2CCCO2)nn1 (stereo not given)
11	Cc1c(Cl)cccc1NC(=S)NC(=O)c1cncc(Br)c1
12	Cc1nn(CCCC(=O)Nc2cccnc2)c(C)c1[N+](=O)[O-]
13	Cc1cc(C)cc(C(=O)NCCC(=O)N2CCC3(CC2)NCCc2[nH]cnc23)c1
14	CC1CCCN(c2ccc3nncn3n2)C1 (stereo not given)
15	CCOC(=O)C(=CNNc1cccc(Cl)c1)C(=O)OCC
16	CCOc1ccc(C(c2c(NC(=O)c3ccccc3)sc(C)c2C)N2CCN(CCO)CC2)cc1 (stereo not given)
entry no.	9	10	11	12	13	14	15	16
IL2 activator	-2.3	-1.0	-3.9	0.3	0.5	-4.6	1.4	0.8
PI5P4K alpha inh	0	1	5	-1	-1	0	9	0
EPAC1 antag	8%	2%	-9%	1%	-5%	22%	?	-6%
FUS suppressor	-15%	3%	29%	-1%	11%	-30%	-8%	?
Abeta yeast res	-4%	7%	?	3%	-19%	-13%	-10%	0%
PLK1 PBD inh	0%	-3%	-22%	1%	-4%	2%	9.5µM*	-1%
EPAC1 ag	2%	-4%	-7%	3%	-3%	-4%	4%	-1%
WRN inhibitor	-1%	9%[57.1 µM]	6%	3%	-22%	2%	50µM*	-11%

# Part of the list above, limited to EPAC1 antag and Abeta yeast res:
No. | Compound | EPAC1 antag | Abeta yeast res
12 | Cc1nn(CCCC(=O)Nc2cccnc2)c(C)c1[N+](=O)[O-] | 1% | 3%
13 | Cc1cc(C)cc(C(=O)NCCC(=O)N2CCC3(CC2)NCCc2[nH]cnc23)c1 | -5% | -19%
14 | CC1CCCN(c2ccc3nncn3n2)C1 (stereo not given) | 22% | -13%
15 | CCOC(=O)C(=CNNc1cccc(Cl)c1)C(=O)OCC | ? | -10%

# (listing goes on)
17	CCOCCN(C(=O)c1ccccc1Cl)c1cccc(C)c1C
18	N#Cc1cc2c([nH]c1=S)CCCCCC2
19	COC(=O)N1C(=O)[C@](CC(C)C)(c2ccccc2)N1C(=O)OC
20	CC(C)CN(C(=O)COC(=O)C12CC3CC(CC(Cl)(C3)C1)C2)c1c(N)n(Cc2ccccc2)c(=O)[nH]c1=O
21	COc1ccc(-n2c(C)cc(C(=O)COc3ccc(C)nc3[N+](=O)[O-])c2C)cc1
22	CCCN(CCC)C(=O)C1CCN(c2ccc(S(=O)(=O)N3CCOCC3)cc2[N+](=O)[O-])CC1
23	O=C(CC1CCCCC1)N1CCN(c2ccccn2)CC1
24	CC1=C(C(=O)N2CCCCC2)C(c2cccs2)C2=C(CCCC2=O)N1 (stereo not given)
entry no.	17	18	19	20	21	22	23	24
IL2 activator	-3.1	0.0	-0.1	0.1	-3.9	-5.1	-0.7	0.1
PI5P4K alpha inh	-2	/	-2	9	-3	6	/	-11
EPAC1 antag	-5%	1%	-14%	7%	6%	5%	4%	2%
FUS suppressor	4%	19%	-25%	6%	/	?	-3%	0%
Abeta yeast res	-22%	-2%	2%	3%	1%	15%	-5%	-15%
PLK1 PBD inh	0%	27µM*	13µM*	-2%	5%	-6%	-2%	-5%
EPAC1 ag	-3%	8%	-9%	-2%	4%	-4%	7%	-1%
WRN inhibitor	10%	-6%	-4%	1%	0%	-32%	-5%	4%

25	CCN1N=C(c2ccccc2)Cn2c1nc1ccccc12
26	Cc1ccc(NC(=O)CSc2nc3[nH]c(=O)cc(O)c3s2)c(Br)c1
27	CCc1ccc(C(C)NC(=O)c2ncn[nH]2)cc1 (stereo not given)
28	CCCn1c(NC(=O)c2cccc(C)c2C)nc2ccccc21
29	CN1C[C@@H]2C[C@@H](C3=Cc4cc(Cl)ccc4OC3)N3CCC[C@@]23C1=O
30	CCOc1cc(C(=O)Nc2cccc(C(C)=O)c2)ccc1OCC(=O)N1CCCCC1
31	Nc1nc(-c2ccc(Cl)cc2)c(N=Nc2ccc(S(=O)(=O)N3CCOCC3)cc2)s1
32	CS(=O)(=O)c1ccccc1C(=O)Nc1ccc(-c2nc3ccccc3[nH]2)cc1
entry no.	25	26	27	28	29	30	31	32
IL2 activator	0.0	1.0	0.3	-2.0	1.0	-0.5	-1.7	1.5
PI5P4K alpha inh	-2	?	6	2	1	0	6	-5
EPAC1 antag	-12%	-13%	1%	1%	-21%	-7%	-7%	?
FUS suppressor	9%	28%	/	18%	30%	8%	12%	-13%
Abeta yeast res	-8%	-17%	2%	7%	3%	-9%	-11%	/
PLK1 PBD inh	-5%	-16%	-19%	2%	-21%	-1%	-3%	-14%
EPAC1 ag	-13%	1%	-7%	9%	0%	5%	7%	3%
WRN inhibitor	-25%	-2%	-26%	3%	-7%	-3%	-1%	-2%

33	Cc1ccnc(SCC(=O)N2CCc3ccccc3C2)n1
34	CC(=C/c1ccccc1)/C=N/NC(=O)c1cccs1
35	CCN(CC)C(=O)CCSc1nnc(-c2ccncc2)o1
36	O=C(NC(c1ccc(-c2ccccc2)cc1)c1cnccn1)C1CCN(Cc2cccs2)CC1 (stereo not given)
37	Cc1cc(C(=O)OCC(=O)Nc2ccc(F)c(F)c2F)c(C)o1
38	CCc1c(C)nc(SCc2ccccn2)[nH]c1=O
39	COc1cc(Cl)c(C)cc1NC(=O)c1ccccc1NC(=O)CN1CCN(C(C)=O)CC1
40	O=C(NNC(=O)OCc1ccccc1)OCc1ccccc1
entry no.	33	34	35	36	37	38	39	40
IL2 activator	-0.5	0.1	-0.9	2.3	2.0	0.1	-0.3	-0.5
PI5P4K alpha inh	-4	9	2	17	-8	0	-2	-3
EPAC1 antag	5%	-3%	30%[activator]	-17%	-9%	-7%	-4%	-5%
FUS suppressor	-3%	-2%	19%	25%	-13%	-26%	-9%	5%
Abeta yeast res	2%	0%	-8%	2%	-6%	0%	3%	12%
PLK1 PBD inh	-18%	-2%	5%	-1%	?	0%	0%	-6%
EPAC1 ag	15%	-1%	-8%	4%	-9%	10%	-3%	4%
WRN inhibitor	6%	-1%	-22%[57.1 µM]	2%	5%	-2%	0%	3%

41	O=C(CSc1nnc(-c2ccncc2)n1-c1ccccc1Cl)Nc1ccc(C(=O)O)cc1
42	NC(=O)C1CCN(C(=O)C(Cc2ccccc2)NC(=O)c2ccccc2)CC1 (stereo not given)
43	CC(C)c1ccc(C2CC(=O)c3cnc(NC(=O)c4ccco4)nc3C2)cc1 (stereo not given)
44	COc1cc(N(C)C)c(NC(C)=O)cc1C(=O)O
45	O=C(COC(=O)CCCN1C(=O)c2ccccc2C1=O)Nc1ncc(Cl)cc1Cl
46	COc1cc(/C=C2/SC(=S)N(CC(=O)NC(C)(C)C)C2=O)cc(OC)c1OC
47	Cc1ccc(/C=C2\C(=N)N3N=C(CC(=O)N4CCCCC4)SC3=NC2=O)cc1
48	CCOc1ccc(N(CCCCO)C(=S)NC(=O)c2ccc(C)c(Br)c2)cc1
entry no.	41	42	43	44	45	46	47	48
IL2 activator	-0.3	0.2	-2.6	-1.3	1.3	-0.1	-1.4	-0.2
PI5P4K alpha inh	-65*	2	0	-5	?	8	-9	-3
EPAC1 antag	-8%	?	-10%	0%	-9%	-7%	-14%	-7%
FUS suppressor	15%	-23%	?	7%	30%	/	42%	38%
Abeta yeast res	-5%	0%	0%	5%	11%	3%	7%	26%
PLK1 PBD inh	-7%	-14%	-6%	2%	-13%	-3%	?	?
EPAC1 ag	0%	-1%	-9%	3%	7%	5%	3%	2%
WRN inhibitor	-5%	-8%	-6%	6%	-12%	-4%	-2%[11.6 µM]	6%

49	CCOC(=O)NC1(C(F)(F)F)C(=O)NC(C)=C1C#N (stereo not given)
50	O=C(c1ccc(-c2cccc(Cl)c2)o1)N1CCN(c2ccc([N+](=O)[O-])cc2)CC1
51	CN(Cc1ccc(F)cc1)C(=O)c1cccc(NS(=O)(=O)c2ccccc2)c1
52	COc1ccccc1/C=N/NC(=O)CCn1cnc2ccccc21
53	COc1ccccc1C(=O)NC(=O)COC(=O)Cc1ccccc1[N+](=O)[O-]
54	Cc1onc(-c2ccccc2)c1C(=O)N1CCCC1
55	O=C(c1ccc(Cl)nc1)N1CCN(C/C=C/c2ccccc2)CC1
entry no.	49	50	51	52	53	54	55
IL2 activator	15	-2.0	2.0	-0.2	-3.9	-1.6	0.2
PI5P4K alpha inh	8	-4	-1	-10	-5	5	0
EPAC1 antag	2%	-5%	-30%	7%	8%	17%	?
FUS suppressor	-32%	-4%	20%	-24%	-15%	-11%	21%
Abeta yeast res	-4%[9.22 µM]	-3%	3%	-13%	-12%	5%	-18%
PLK1 PBD inh	-5%	27µM*	8%	-7%	5%	-11%	-22%
EPAC1 ag	4%	-7%	4%	12%	-8%	19%	-4%
WRN inhibitor	-23%	11%	-2%	-1%	4%	9%	-5%

# Not a hit list, and some 4.1% of all compounds hit somewhere here.
